rTrxR1 inhibitor – blocks rat thioredoxin reductase 1. recombinant rTrxR1, NADPH fluorescence consumption, selenite substrate. Potency, µM (highest dose often 114 µM), inactives show top-dose activity change, negative = inhibition, hits mostly inhibitors. 1% of 390,000 active; also: % is scaled to controls: 0 for no effect and ±100 for the full control effect; nearly all actives have a fitted effect of over 65% in size
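Rat TrxR1 (90 nM in the dispensed reagent) was pre-reduced with 400 uM NADPH for 5 min at room temperature, then incubated with compound for 15 min. After 400 uM selenite was added, NADPH fluorescence (Ex 340/Em 450 nm) was followed for 8 min.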
TrxR1 substrate – substrates of rat thioredoxin reductase 1; O89049; purified TrxR1 substrate turnover, NADPH consumption readout; Potency, µM (highest dose often 114 µM), without a hit: top-dose activity change, negative = substrate turnover; 0.01% of 390,000 active; AID 588456; also: % is scaled to controls: 0 for no effect and ±100 for the full control effect; nearly all actives have a fitted effect of over 50% in size
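Rat TrxR1, dispensed at 90 nM, was prereduced with 400 uM NADPH (final) for 5 min at ~22 deg C, then incubated with compound 15 min before 400 uM selenite. A first-read NADPH fluorescence drop versus no-compound background flagged substrates.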
Vif-APOBEC3F blk – inhibitors of Vif-A3F interaction; HeLa A3F-eYFP + Vif (tagged APOBEC3F with the HIV-1 protein that degrades it), YFP fluorescence increase; Potency, µM (top dose mostly 46.1 µM), for the others: at the top dose activity, negative = active; 0.2% of 390,000 active; also: % of control where 0% means no effect; nearly all actives have a fitted effect of over 65% in size
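Fluorescence increase (Ex 488/Em 500-530) after overnight compound treatment at 37 deg C flags inhibition of Vif-driven A3F-eYFP loss in stable HeLa A3F-eYFP/Vif cells seeded overnight beforehand.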
RXFP1 ag – RXFP1 (human) receptor agonism | Q9HBX9 | HEK293T-RXFP1 cAMP TR-FRET, 30 min; response scale: percent of porcine relaxin response, buffer zero | Potency, µM (titrated, usually from 57.5 µM), for the others: top-dose activation, most hits filed as activators | 0.3% of 370,000 active | AID 2676; also: % is scaled to controls: 0 for no effect and ±100 for the full control effect; nearly all actives have a fitted effect of over 60% in size; many of its hits are not listed in these tables
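Agonist response is measured as cAMP accumulation in an RXFP1-transfected HEK293T line under PDE4 inhibition. Values are scaled between buffer-only and 29 nM porcine relaxin, and EC50s come from standard Hill equation fits.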
12-LOX inh – ALOX12 (human) lipoxygenase inhibition. Potency, µM (doses to about 108 µM), for inactives: at the highest dose activity change, negative = inhibition, most hits filed as inhibitors. P18054. 1.1% of 580,000 active. purified 12hLO, xylenol orange hydroperoxide absorbance; also: % is scaled to controls: 0 for no effect and ±100 for the full control effect
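Purified human 12hLO (150 nM final) in 25 mM Hepes, 0.01% Triton X-100, pH 7.0 was preincubated 15 min at room temperature with compound. Then 40 uM arachidonic acid was added, 30 min. Hydroperoxide was read by Fe-XO absorbance ratio 573/405 nm.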
USP1-UAF1 inh – blocks the human USP1/UAF1 deubiquitinase complex; O94782; recombinant USP1/UAF1, Ub-Rhodamine cleavage fluorescence; Potency, µM (doses to about 57.1 µM), inactives show at the top dose activity change, negative = inhibition, usual class: inhibitors; 0.23% of 390,000 active; AID 743255; also: % is scaled to controls: 0 for no effect and ±100 for the full control effect; nearly all actives have a fitted effect of over 60% in size; inactives centre near -12
Target sequence (O94782 whole entry, looked up): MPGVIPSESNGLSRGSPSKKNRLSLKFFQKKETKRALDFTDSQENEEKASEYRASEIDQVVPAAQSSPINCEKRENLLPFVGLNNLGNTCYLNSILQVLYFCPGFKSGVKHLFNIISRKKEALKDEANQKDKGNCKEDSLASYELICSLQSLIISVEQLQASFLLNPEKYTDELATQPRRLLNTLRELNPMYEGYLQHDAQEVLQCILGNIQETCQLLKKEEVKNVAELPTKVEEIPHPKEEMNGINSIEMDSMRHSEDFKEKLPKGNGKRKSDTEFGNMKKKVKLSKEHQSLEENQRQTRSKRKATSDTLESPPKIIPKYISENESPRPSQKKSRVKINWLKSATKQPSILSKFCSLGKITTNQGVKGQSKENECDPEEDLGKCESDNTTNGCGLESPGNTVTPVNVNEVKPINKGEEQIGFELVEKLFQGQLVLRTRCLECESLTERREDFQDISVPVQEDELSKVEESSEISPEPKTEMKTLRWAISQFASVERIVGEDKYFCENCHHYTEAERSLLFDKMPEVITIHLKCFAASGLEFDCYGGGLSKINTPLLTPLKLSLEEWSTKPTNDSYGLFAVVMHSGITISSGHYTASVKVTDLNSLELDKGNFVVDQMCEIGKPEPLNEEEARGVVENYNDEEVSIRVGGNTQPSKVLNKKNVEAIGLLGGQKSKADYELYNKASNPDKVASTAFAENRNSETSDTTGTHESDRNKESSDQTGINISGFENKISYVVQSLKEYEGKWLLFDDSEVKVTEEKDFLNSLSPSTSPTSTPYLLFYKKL
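USP1/UAF1 complex at 1 nM was preincubated with compound for 15 min at room temperature, then Ub-Rho substrate (150nM final) was added. Fluorescence (480/540 nm) was read kinetically, 6 reads every 60 seconds.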
RGS4 inh – blocks human RGS4-accelerated GTP hydrolysis; Transcreener GDP fluorescence polarization, RGS4-accelerated GTP hydrolysis; Potency, µM (top dose mostly 114 µM), without a hit: at the highest dose activity change, negative = inhibition, usual class: inhibitors; 0.039% of 390,000 active; AID 504845; also: % is scaled to controls: 0 for no effect and ±100 for the full control effect; nearly all actives have a fitted effect of over 75% in size; some results filed as inactive show a strong effect at the top dose
Target sequence (P49798 whole entry, looked up): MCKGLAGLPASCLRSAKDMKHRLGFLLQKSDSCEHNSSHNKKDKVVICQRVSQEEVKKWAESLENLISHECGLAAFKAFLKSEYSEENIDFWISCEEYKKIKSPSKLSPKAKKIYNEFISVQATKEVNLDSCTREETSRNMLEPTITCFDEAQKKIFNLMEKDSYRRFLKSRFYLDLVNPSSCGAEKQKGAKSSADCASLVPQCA
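MLSMR compounds (23 nl, pin-transferred) preincubated 10 min at room temperature with a 500nM (2x) first reagent, then RGS4 at 900nM (2x) plus Transcreener GDP mix added; fluorescence polarization (620/688 nm) read before and after 90 min at 30 °C.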
mIDH1 inhibitor – human IDH1 R132H inhibition. O75874. Potency, µM (highest dose often 76.6 µM), without a hit: at the highest dose activity change, negative = inhibition, usual class: inhibitors. 0.093% of 390,000 active. AID 602179. IDH1-R132H enzyme, NADPH consumption, diaphorase/resazurin fluorescence; also: % is scaled to controls: 0 for no effect and ±100 for the full control effect; nearly all actives have a fitted effect of over 65% in size
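IDH1-R132H (0.5 ug/mL dispensed) in pH 7.5 Tris buffer was preincubated 30 min with compound, then given a substrate mix of 0.016 mM NADPH and 2 mM alpha-KG for 80 min at room temperature; remaining NADPH was read by diaphorase/resazurin fluorescence.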
Vif-A3G inh – blocks the Vif interaction with human APOBEC3G; Q9HC16; HeLa A3G-eYFP + Vif (tagged APOBEC3G with the HIV-1 protein that degrades it), YFP fluorescence, overnight; AID 602310; Potency, µM (top dose mostly 46.1 µM), for the others: at the top dose activity, negative = active, hits mostly inhibitors; 0.076% of 410,000 active;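 also: % is scaled to controls: 0 for no effect and ±100 for the full control effect; nearly all actives have a fitted effect of over 60% in size; hits raise eYFP signal because A3G escapes Vif-driven loss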
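HeLa cells stably expressing Vif and C-terminally eYFP-tagged A3G, seeded overnight at 37 deg C, then exposed to compound by pintool overnight at 37 deg C. Rise in yellow fluorescence (Ex 488/Em 500-530, Acumen) marks blocked Vif-driven A3G degradation.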
Active calls of the source: *; u = inconclusive; x = no result given; [ ] = another dose, or the depositor's remark. Calls follow the shape of the dose curve; as a rule, active = well fitted curve in the direction sought with a large enough effect; inconclusive = small, poorly fitted or top-dose-only effect, or another doubt; inactive = no such curve, though single readings can be large; an effect the other way counts as inactive or inconclusive. Potency is read from the fitted curve at half-maximal effect. Only part of the results is shown; count on the stated rates, not on these rows.

SMILES	rTrxR1 inhibitor	TrxR1 substrate	Vif-APOBEC3F blk	RXFP1 ag	12-LOX inh	USP1-UAF1 inh	RGS4 inh	mIDH1 inhibitor	Vif-A3G inh
C#CCNCCS(=O)(=O)N(Cc1ccc(Br)cc1)[C@@H](CC(C)C)C(=O)O	u	-4%	1%	x	u	-18%	-11%	-6%	0%
COc1ccc(C(=O)Nc2ccnc(-c3cccnc3)n2)cc1	6%	-8%	3%	-1.4%	-2%	0%	15%	-1%	4%
COc1cccc(F)c1C(C[N+](=O)[O-])c1c(N)n(C)c(=O)n(C)c1=O (stereo not given)	u	-1%	-2%	0.0%	u	-26%	-40%	-10%	u
CCCc1cc(C(=O)NCC(C)C)no1	13%[57.1 µM]	12%[57.1 µM]	-1%	1.6%	39%[activator]	-8%	6%	12%	3%
COc1ccccc1NC1=NC(CO)(CO)CS1	13%	0%	-12%	-1.5%	0%	-21%	-3%	-1%	-7%
CCC(=O)OCC(=O)Nc1ccc(OC)cc1[N+](=O)[O-]	8%[57.1 µM]	-1%[57.1 µM]	-2%	-0.6%	-13%	-16%	-11%	0%	3%
CC1=C(C(=O)OCc2ccccc2)C(c2ccc(Br)cc2)NC(=O)N1CCCC(=O)O (stereo not given)	17%	7%	-4%	-3.6%	-5%	-19%	-1%	5%	-25%
Cc1csc(NC(=O)C2CCN(S(=O)(=O)c3ccccc3)CC2)n1	0%	-4%	-21%	0.2%	11%	-8%	26%	0%	0%
O=C(NCCCn1ccnc1)c1cc(-c2cccnc2)nc2ccc(Br)cc12	31%[57.1 µM]	10%[57.1 µM]	-19%	u	-2%	-1%	-3%	25%	-3%
O=[N+]([O-])c1ccccc1N/N=C1\CCc2ccccc21	14%[57.1 µM]	-2%[57.1 µM]	1%	-2.2%	0%	-14%	-12%	1%	0%
CC(=O)c1ccccc1NC(=O)COC(=O)/C=C/c1ccc(OC(F)F)cc1	-18%	-5%	-3%	0.4%	-15%	-2%	2%	4%	1%
Fc1ccc(Sc2ccccc2CNC2=NCCN2)cc1	-12%	-8%	-1%	-1.0%	u	-12%	-17%	8%	0%
O=C1c2ccccc2C(=O)N1Cc1nc2ccccc2c(=O)n1CCCN1CCOCC1	-2%	1%	-8%	0.8%	-7%	9%	-10%	15%	4%
O=C(Nc1ccc(-c2cn3c(n2)SCC3)cc1)c1ccc2ccccc2n1	15%[57.1 µM]	6%[57.1 µM]	u	-0.9%	72%[activator]	-19%	-42%	9%	-11%
COc1cc(CNn2cn[nH]c2=S)cc(Cl)c1OCc1ccccc1	6%	13%	0%	-1.1%	u	-13%	-37%	2%	1%
CC1CC(C)CN(C(=O)c2ccc(S(=O)(=O)N3CCCC3)cc2)C1 (stereo not given)	2%	5%	-3%	0.2%	6%	-4%	-3%	0%	0%
Cc1c(C)n2c(SCC(=O)N3CCCCC3)nnc2[nH]c1=O	6%[57.1 µM]	0%[57.1 µM]	0%	0.8%	-24%	-20%	3%	-3%	0%
CCOc1ccccc1NC(=S)NC(=O)C1CCCCC1	u	-11%	u	0.4%	u	-17%	-17%	-16%	-3%
Cc1cc(C(=O)N/N=C/C=C/c2ccc3c(c2)OCO3)n[nH]1	4%[57.1 µM]	7%	-9%	0.0%	0%	-9%	-16%	3%	-8%
Cc1cc(C)c(OCC(=O)OCCNC(=O)c2cccnc2)c(C)c1	50µM*	-3%	0%	-2.0%	u	-10%	7%	0%	1%
COc1cc(NC(=O)c2ccco2)c(OC)cc1NC(=O)c1cc(OC)c(OC)c(OC)c1	-7%	3%	-13%	-0.4%	4%	-22%	-40%	8%	-3%
C=CCN1C(=O)C(CC(=O)Nc2ccc(OC)cc2)N(Cc2ccco2)C1=S (stereo not given)	u	6%	-5%	0.3%	u	-21%	-43%	9%	1%
CC1(C)CC(=O)N(CC(=O)NC2CCCC2)c2ccccc2S1(=O)=O	5%[57.1 µM]	-5%[57.1 µM]	-3%	0.0%	421%[activator]	-9%	-8%	10%	0%
O=C(NCCc1csc(-c2ccc(F)cc2)n1)c1ccc(Br)o1	13%[57.1 µM]	-3%[57.1 µM]	2%	-1.6%	-7%	u	-18%	9%	-2%
CC(=O)N(c1ccc(Cl)cc1)c1cn(C(C)=O)c2ccccc12	15%	2%	9%	-0.6%	30%	-30%	29%	0%	-10%
CC(c1ccccc1)N1CCn2c(nc3cc(NC(=O)NC4CCCCC4)ccc32)C1 (stereo not given)	-1%	62%[activator]	-17%	9.3%	-25%	-6%	0%	5%	-3%
CCN(CC)c1ccc(NC(=O)COc2ccc(N(C)S(=O)(=O)c3cccs3)cc2)cc1	13%[57.1 µM]	3%[57.1 µM]	-1%	2.3%	2%	-12%	-2%	4%	1%
O=C(NCc1ccccc1)c1onc(CS(=O)(=O)c2ccc(Cl)cc2)c1C(=O)NCc1ccccc1	16%	-2%	-5%	-1.5%	u	-15%	-30%	-6%	2%
COc1cc(OC)c(N(C)S(=O)(=O)c2cccc(C(=O)NC3=NCCS3)c2)cc1Cl	12%	21%	-9%	1.5%	0%	0%	-17%	-4%	u
COc1ccccc1CNc1ncnc2c1nc1n2CCCC1	7%	5%	-4%	3.5%	-4%	-14%	4%	2%	-9%
S=C(NCCc1ccccc1)N1CCN(Cc2ccccc2)CC1	49%[activator]	11%	0%	1.3%	u	-19%	-7%	11%	-3%
O=C(CSc1ccc([N+](=O)[O-])cn1)Nc1cc(C(F)(F)F)ccc1N1CCOCC1	-15%	-9%	4%	4.6%	3%	-20%	-12%	0%	-1%
CCn1cc(S(=O)(=O)c2cccc(C)c2)c(=O)c2cc(F)c(N3CCCCC3C)cc21 (stereo not given)	45%[activator]	25%	-8%	3.0%	0%	9%	-25%	-5%	-9%
Cc1ccc(C(=O)c2cn[nH]c2-c2cc(Cl)ccc2O)cc1	11%[57.1 µM]	0%	9%	-1.4%	u	-16%	4%	7%	-4%
CC(=O)Oc1ccc2oc(C)c(C(=O)N3CCOCC3)c2c1	-14%	-1%	0%	2.9%	4%	-1%	19%	4%	0%
Cc1ccc(C(=O)CNc2ccccc2)cc1	10%[57.1 µM]	5%[57.1 µM]	u	6.1%	u	-22%	-8%	-12%	-6%
CCCCC[C@@H]1C=C(C(=O)O)[C@H](c2ccc(C)cc2)N1S(=O)(=O)c1ccc(C)cc1	7%	4%	9%	x	u	-8%	5%	-1%	1%
O=C(CN(c1ccc2c(c1)OCCO2)S(=O)(=O)c1ccccc1)NCc1ccco1	6%	13%	-1%	1.7%	u	5%	-2%[11.4 µM]	6%	-1%
CCOc1ccccc1NC(=O)C(OC(=O)c1cnc(C)cn1)c1ccccc1 (stereo not given)	x	x	-4%	x	-20%	-26%	x	-4%	1%
N#CC1=C2SCC(O)(c3ccccc3)N2C(=O)CC1c1ccccc1 (stereo not given)	-11%	6%[57.1 µM]	5%	1.8%	-11%	-7%	-35%	4%	u

Part of the list above, with values under each structure:
The line under a structure holds: rTrxR1 inhibitor | TrxR1 substrate | Vif-APOBEC3F blk | RXFP1 ag | 12-LOX inh | USP1-UAF1 inh | RGS4 inh | mIDH1 inhibitor | Vif-A3G inh
- CC1(C)CC(=O)N(CC(=O)NC2CCCC2)c2ccccc2S1(=O)=O
    5%[57.1 µM] | -5%[57.1 µM] | -3% | 0.0% | 421%[activator] | -9% | -8% | 10% | 0%
- O=C(NCCc1csc(-c2ccc(F)cc2)n1)c1ccc(Br)o1
    13%[57.1 µM] | -3%[57.1 µM] | 2% | -1.6% | -7% | u | -18% | 9% | -2%
- CC(=O)N(c1ccc(Cl)cc1)c1cn(C(C)=O)c2ccccc12
    15% | 2% | 9% | -0.6% | 30% | -30% | 29% | 0% | -10%
- CC(c1ccccc1)N1CCn2c(nc3cc(NC(=O)NC4CCCCC4)ccc32)C1 (stereo not given)
    -1% | 62%[activator] | -17% | 9.3% | -25% | -6% | 0% | 5% | -3%
- CCN(CC)c1ccc(NC(=O)COc2ccc(N(C)S(=O)(=O)c3cccs3)cc2)cc1
    13%[57.1 µM] | 3%[57.1 µM] | -1% | 2.3% | 2% | -12% | -2% | 4% | 1%
- O=C(NCc1ccccc1)c1onc(CS(=O)(=O)c2ccc(Cl)cc2)c1C(=O)NCc1ccccc1
    16% | -2% | -5% | -1.5% | u | -15% | -30% | -6% | 2%

More structures.
SMILES	rTrxR1 inhibitor	TrxR1 substrate	Vif-APOBEC3F blk	RXFP1 ag	12-LOX inh	USP1-UAF1 inh	RGS4 inh	mIDH1 inhibitor	Vif-A3G inh
CCC(C(=O)NCCc1ccc(SC)cc1)n1nc(C)c2sc3ccccc3c2c1=O (stereo not given)	91%[activator]	103%[activator]	4%	-0.9%	-16%	-19%	10%	-24%	-3%
CC1(C(=O)OCC(=O)c2c[nH]c3ccccc23)CC1(Cl)Cl (stereo not given)	17%	-3%	1%	1.7%	u	-21%	4%	3%	0%
COc1ccc(-c2noc(CCC(=O)N3CCN(c4ccc(F)cc4)CC3)n2)cc1	8%	-2%	11%	x	-16%	0%	11%	-5%	3%
O=C(c1ccccn1)N1N=C2/C(=C/c3ccc(F)cc3)CCCC2C1c1ccc(F)cc1 (stereo not given)	-6%	-3%	6%	0.9%	-22%	-22%	-16%	-6%	-2%
C(=N\c1nc2ccccc2n1CCN1CCCCC1)/c1ccc2c(c1)OCO2	-8%	-8%	1%	1.0%	27%	2%	16%	0%	2%
